D1 antag: human D1 dopamine receptor antagonism; P21728; HEK293 TREx D1 cells, calcium flux, dopamine EC80; active compounds read low; activity change, negative = inhibition, % at 10 µM; hit rate 3.2% among 360,000; AID 504652; in the data active = activity change below about -30%; note: % is set by controls: 0 for no effect and ±100 for the full control effect
Target sequence (P21728 whole entry, looked up): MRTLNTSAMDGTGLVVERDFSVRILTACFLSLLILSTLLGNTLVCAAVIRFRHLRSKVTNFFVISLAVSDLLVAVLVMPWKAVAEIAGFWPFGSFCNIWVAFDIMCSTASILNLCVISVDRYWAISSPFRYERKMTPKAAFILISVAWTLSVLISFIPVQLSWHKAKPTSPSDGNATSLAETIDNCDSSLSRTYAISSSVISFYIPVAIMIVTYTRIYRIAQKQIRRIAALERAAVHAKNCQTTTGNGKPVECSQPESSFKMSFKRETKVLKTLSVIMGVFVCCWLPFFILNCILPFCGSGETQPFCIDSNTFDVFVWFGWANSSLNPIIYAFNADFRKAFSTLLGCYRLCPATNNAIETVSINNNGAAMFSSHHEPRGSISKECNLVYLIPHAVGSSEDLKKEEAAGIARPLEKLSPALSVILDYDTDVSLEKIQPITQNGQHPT
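Calcium flux readout: force-coupled, inducible Hek293 Trex D1 line, cells induced overnight at 30 C with tetracycline, dye-loaded 30–90 min at RT. Antagonism scored against EC80 dopamine challenge given 180 s after compound.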
D1 PAM: enhances dopamine response at the human D1 receptor. HEK293 TREx D1 cells, calcium flux, dopamine EC20 potentiation. potentiation, % at 10 µM. hit rate 0.036% among 360,000. AID 504651; in the data active = potentiation above about 30%; note: 0% is about no effect
RXFP1 ag: RXFP1 (human) receptor agonism; Q9HBX9; HEK293T-RXFP1 cAMP TR-FRET, 30 min; response scale: percent of porcine relaxin response, buffer zero; Potency, µM (top dose mostly 57.5 µM), for inactives: at the top dose activation, hits mostly activators; hit rate 0.3% among 370,000; note: potency is the fitted concentration of half-maximal effect; % is set by controls: 0 for no effect and ±100 for the full control effect; nearly all actives have a fitted effect of over 60% in size; many of its hits are not listed in these tables
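Agonist response is measured as cAMP accumulation in an RXFP1-transfected HEK293T line under PDE4 inhibition. Values are scaled between buffer-only and 29 nM porcine relaxin, and EC50s come from standard Hill equation fits.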
D2 potentiator: positive allosteric modulators of human D2 dopamine receptor. HEK293 T-REx D2, calcium flux, EC20 dopamine potentiation. AID 485347. potentiation, % at 10 µM. P14416. hit rate 0.34% among 340,000;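 active = potentiation over 3 SD above the plate norm, cut at about 30% in these data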; note: 0% is about no effect
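Tetracycline-induced Hek293 Trex D2 cells, force-coupled to calcium, loaded with no-wash calcium dye. Compound added with 180 s kinetic read for agonism, then EC20 dopamine and a further 180 s read for potentiation.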
D1 agonist: agonists of human D1 dopamine receptor | P21728 | HEK293 T-REx D1 cells, calcium flux, agonist mode | activation, % at 2 µM | hit rate 1% among 360,000; in the data active = activation above about 30%; note: 0% is about no effect
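Inducible HEK293 T-REx D1 cells, force-coupled to calcium signalling, were plated at 4000 cells/well with tetracycline and held overnight at 30 C. After no-wash calcium dye loading, compound-evoked calcium rise over 180 s flagged agonists.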
Anesthetic bind: binds horse apoferritin like a general anesthetic; P02791; apoferritin/1-aminoanthracene competitive binding, fluorescence; Potency, µM (doses to about 77.5 µM), inactives show at the top dose activity change, negative = displacement, actives largely listed as inhibitors; hit rate 0.074% among 350,000; note: potency is the fitted concentration of half-maximal effect; % is set by controls: 0 for no effect and ±100 for the full control effect; nearly all actives have a fitted effect of over 20% in size
Target sequence (P02791 2-175 limits assumed): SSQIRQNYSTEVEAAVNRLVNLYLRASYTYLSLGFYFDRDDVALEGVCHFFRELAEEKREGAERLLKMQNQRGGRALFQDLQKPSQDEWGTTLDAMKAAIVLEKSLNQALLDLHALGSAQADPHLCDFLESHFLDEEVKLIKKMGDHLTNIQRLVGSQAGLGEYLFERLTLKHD
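Steps: apoferritin (10 uM) was premixed with half-saturated 1-AMA in PBS, compounds were pin-transferred, plates stood 10 min at room temperature, fluorescence was read at 380/535 nm, and curves were fitted with a Hill equation.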
TRHR ag: agonists of human TRH receptor | P34981 | TRHR cells, calcium flux fluo-8, FDSS agonist mode | activation, % at 2 µM | hit rate 0.18% among 360,000 | AID 493084; in the data active = activation above about 30%; note: 0% is about no effect
Target sequence (P34981 whole entry, looked up): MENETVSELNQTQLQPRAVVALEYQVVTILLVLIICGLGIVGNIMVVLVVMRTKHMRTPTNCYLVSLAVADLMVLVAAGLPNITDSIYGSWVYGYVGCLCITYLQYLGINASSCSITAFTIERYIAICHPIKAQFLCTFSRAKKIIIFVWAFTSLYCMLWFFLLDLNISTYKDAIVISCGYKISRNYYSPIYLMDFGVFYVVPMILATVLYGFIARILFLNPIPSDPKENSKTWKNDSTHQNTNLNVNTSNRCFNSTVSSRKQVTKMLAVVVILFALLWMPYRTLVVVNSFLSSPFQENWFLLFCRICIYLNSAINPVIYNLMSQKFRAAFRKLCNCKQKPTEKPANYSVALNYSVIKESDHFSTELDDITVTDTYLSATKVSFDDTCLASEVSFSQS
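Fluo-8-loaded TRHR cells; 10 s baseline, compound added, kinetic Ca2+ fluorescence read 1/s, agonist mode.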
TRHR enhancer: TRH receptor (human) allosteric enhancement. TRHR cells, fluo-8 calcium fluorescence, EC20 TRH enhancement. P34981. enhancement, % at 2 µM. hit rate 0.66% among 360,000; in the data active = enhancement above about 30%; note: 0% is about no effect
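Enhancer read-out: after compound pinning and an initial kinetic agonist-mode read, an EC20 of TRH (10 nM final) was injected and fluo-8 calcium signal (Ex 480/Em 530) followed at 1 s/cycle for 100 cycles in TRHR-expressing cells.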
RXFP1 antag: RXFP1 (human) relaxin receptor antagonism; Q9HBX9; HEK293-RXFP1, relaxin-stimulated cAMP HTRF, 30 min; active compounds read low; activity change, negative = inhibition, % at 57.5 µM; hit rate 0.59% among 350,000; AID 1259400;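 active = activity change of -60% or lower, but not beyond a set lower limit; inconclusive = change between -60% and -40%, or beyond the set limit; inactive = change above -40%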; note: % is set by controls: 0 for no effect and ±100 for the full control effect
Numbers without * were called inactive; ? = inconclusive; . = not tested or not shown; & = joins results of further samples; [ ] = remark or other dose. Unless noted, calls come from the whole dose curve; as a rule, active = well fitted curve in the direction sought with a large enough effect; inconclusive = small, poorly fitted or top-dose-only effect, or another doubt; inactive = no such curve, though single readings can be large; an effect the other way counts as inactive or inconclusive.

SMILES	D1 antag	D1 PAM	RXFP1 ag	D2 potentiator	D1 agonist	Anesthetic bind	TRHR ag	TRHR enhancer	RXFP1 antag
CCC(Sc1nc2ccccc2c(=O)[nH]1)C(=O)Nc1ccc(C(C)=O)cc1 (stereo unspecified)	-13	-1	1.4%	-3	5	-7%	-0.3	-6	-14
Cc1ccc(NC(=O)c2ccc3c(O)c(S(=O)(=O)c4ccccc4)c(=O)[nH]c3c2)cc1Cl	0	-5	-1.3%	-6	1	4%	-1.1	-4	-18
CC(C)CN(CC(C)C)C(=O)Nc1ccccc1F	4	5	2.7%	-5	2	?	-1.0	-3	2
CCn1cc(/C=C2/SC(=S)NC2=O)c(C)n1	18	-9	-0.5%	10	1	-14%	-1.0	0	3
COc1ccc(-c2nc(N3CCN(S(=O)(=O)c4ccc(C)cc4)CC3)c3ccccc3n2)cc1	3	-3	.	.	4	.	-0.6	0	.
COc1ccc(Cl)cc1C(=O)Nc1ccc(S(N)(=O)=O)cc1	-2	2	1.5%	-4	4	3%	-0.7	-8	-12
O=C(CN1C2CCC1CC(NC(=O)C1CC1)C2)NCc1ccccc1 (stereo unspecified)	1	2	0.4%	-10	1	-7%	0.2	0	-4
CCOc1cc2sc(N3CCC(C(=O)Nc4ccc(C(C)C)cc4)CC3)nc2cc1Br	11	0	-2.4%	10	1	-2%	0.5	-6	3
O=C(Cc1ccccc1)Nc1ccc(S(=O)(=O)N2CCOCC2)cc1	-5	-3	-1.0%	4	7	8%	0.2	11	14
CC(=O)NCCC(=O)N1CCCC(N(C)CCc2ccccc2)C1 (stereo unspecified)	1	3	-3.3%	10	2	-3%	1.1	4	6
Cc1ccc(S(=O)(=O)N2CCC(C(=O)Nc3ccc(S(=O)(=O)N4CCCC4)cc3)CC2)cc1	0	0	-1.2%	3	5	.	2.3	-3	6
CCCN1CCN(C(=O)CN2C(=O)CC(C)(C)S(=O)(=O)c3ccccc32)CC1	0	2	-0.5%	-6	3	-8%	-0.8	1	23
Cc1ccc(CSc2nc3nc(C)cc(C)c3c(=O)[nH]2)cc1	1	2	-1.0%	8	-5	?	-1.2	4	12
COc1ccc(Cc2nc3c4c(ncn3n2)Oc2c(ccc3ccccc23)C4c2ccc(OC)c(OC)c2)cc1 (stereo unspecified)	-1	-6	0.2%	-5	6	-1%	3.5	-5	-9
O=C(COc1ccccc1Cl)N1CCCC1	-3	4	1.7%	-4	5	1%	0.5	-9	2
COc1ccc2c(=O)c(-c3ccc(OC)c(OC)c3)coc2c1	9	-2	-0.4%	-2	-3	-9%	-0.1	4	.
O=C(CSc1nnc(-c2cccnc2)n1CCc1ccccc1)NCc1ccccc1	-5	-5	1.0%	-3	0	-7%	0.4	1	-9
CC(=O)Nc1ccc(NC(=O)COc2ccc(-c3ccc(C#N)cc3)cc2)cc1	-4	-12	11%	6	1	.	0.3	-5	1
COc1ccc(CCn2c(=O)[nH]c3cc(C(=O)N4CCN(c5ccccc5)CC4)ccc3c2=O)cc1OC	-18&-29	-4&-5	2.7%&0.6%	-8	1&3	-7%&-7%	-0.6&-0.4	8&-2	-8&3
COc1ccc(Br)cc1/C=c1\sc2nc(-c3ccco3)nn2c1=O	-3	2	-0.5%	.	4	-7%	1.0	-3	-8
COc1ccccc1NC(=O)c1sc2ncn(Cc3ccc(C)cc3)c(=O)c2c1C	-17	-2	18%	0	6	-16%	0.4	-3	26
CN(C)c1ccc(C(=O)c2ccccc2C(=O)O)cc1[N+](=O)[O-]	2	3	-1.1%	-6	5	-6%	0.2	-3	-6
CCOc1ccc(-n2c(SCC)nc3c(c2=O)SCC3)cc1	7	2	1.1%	14	4	-7%	-0.3	-5	6
Cc1cc(C)c(NC(=O)c2cnn(C)c2)c(C)c1	2	-1	1.4%	-11	3	4%	0.5	3	.
O=C(NCCc1csc(-c2ccc(C(F)(F)F)cc2)n1)C(=O)Nc1ccc(F)c(Cl)c1	0	-4	27%	-5	1	3%	0.1	1	10
CN(c1ccccc1)S(=O)(=O)c1cccc(NC(=O)CSc2nnc(C3CC3)n2C)c1	1	.	-0.4%	4	11	.	0.5	5	-5
CCOc1ccc(-n2c(=O)c3sccc3n(CC(=O)NCC3CCCO3)c2=O)cc1 (stereo unspecified)	-7	.	1.2%	3	6	4%	0.3	6	-18
Cc1ccc(S(=O)(=O)Nc2ccccc2CNc2ccccn2)cc1	-7	-3	1.9%	16	5	-4%	1.1	-11	6
CC1(c2ccc(Cl)cc2)CC(C)(C)N(C(=O)c2cccc(F)c2)c2ccccc21 (stereo unspecified)	15	-1	6.9%	-3	0	-4%	1.8	-9	-7
C=CCn1c(C)cc(C(=O)COc2ccc(S(=O)(=O)N3CCCC3)cc2[N+](=O)[O-])c1C	-3	1	3.2%	5	4	-3%	0.2	0	1
CCOC(=O)c1cnc2ccc(C(=O)OC)cc2c1NCCc1ccc(OC)c(OC)c1	5	-2	0.1%	4	4	0%	-0.8	15	-13
COc1ccc(C(=O)NCCNc2ncc(C(F)(F)F)cc2Cl)cc1[N+](=O)[O-]	3	-5	6.9%	13	1	-13%	-2.3	5	-11
CCC(Oc1ccccc1)C(=O)Nc1nnc(C)s1 (stereo unspecified)	7	3	-0.9%	-8	3	-8%	-0.3	-4	-8
CCCC(NC(=O)c1ccccc1)c1nc2ccccc2n1Cc1ccc(C(=O)OC)o1 (stereo unspecified)	-15	0	1.3%	7	0	1%	0.4	-1	0
CC(C)(C)NC(=O)C1CCC(C)(C(=O)O)C1(C)C (stereo unspecified)	2	3	1.5%	-3	4	-5%	0.5	0	27
CCN(CC)CC(=O)Nc1ccc(Oc2ccc(NC(=O)CN(CC)CC)cc2)cc1	-3	0	-0.5%	-3	13	-21%	4.8	-2	-4
O=C1NCCN(Cc2cccc(Oc3ccccc3)c2)C1CC(=O)N1CCCCO1 (stereo unspecified)	8	-4	-0.9%	7	10	-5%	-1.2	17	2
O=C(CC(c1cccs1)N1Cc2ccccc2C1=O)Nc1ccc(F)cc1 (stereo unspecified)	14	1	0.3%	-4	0	-5%	-0.1	1	.
CCCCCc1c(C)nc(NCc2ccccc2)[nH]c1=O	7	4	0.2%	1	9	-18%	0.9	15	11
CCN(CC)C(=O)CSc1ncnc2sc(-c3ccccc3)cc12	-16	1	2.6%	1	-1	?	0.2	21	-29
CCOC(=O)c1ccccc1NC(=O)c1cc(S(=O)(=O)N2CCOCC2)ccc1F	-3	6	2.6%	10	6	-6%	0.5	-2	1
O=C(CC(=O)Nc1ccc(Cl)cc1)N/N=C\c1cccc(F)c1	-4	-8	-1.9%	-10	1	1%	0.2	1	1
COC(=O)c1ccc(C2C(C(=O)Nc3ccccc3)=C(C)Nc3nc4ccccc4n32)cc1 (stereo unspecified)	7	-2	4.7%	7	0	-9%	1.9	-4	.
CN1CCC(OC(=O)c2cccc(Br)c2)CC1	-1	-4	0.1%	-9	7	0%	1.1	-4	-4
CCCn1c(=O)c2sccc2n2c(CCCC(=O)NC3CCC(C)CC3)nnc12 (stereo unspecified)	-7	9	4.5%	.	0	-6%	-0.3	37*	4

Complete entries, looked up by structure. Screens in order: D1 antag	D1 PAM	RXFP1 ag	D2 potentiator	D1 agonist	Anesthetic bind	TRHR ag	TRHR enhancer	RXFP1 antag
Listed for COc1ccc(C(=O)NCCNc2ncc(C(F)(F)F)cc2Cl)cc1[N+](=O)[O-] → 3	-5	6.9%	13	1	-13%	-2.3	5	-11
Listed for CCN(CC)CC(=O)Nc1ccc(Oc2ccc(NC(=O)CN(CC)CC)cc2)cc1 → -3	0	-0.5%	-3	13	-21%	4.8	-2	-4

More structures follow.
SMILES	D1 antag	D1 PAM	RXFP1 ag	D2 potentiator	D1 agonist	Anesthetic bind	TRHR ag	TRHR enhancer	RXFP1 antag
COc1ccccc1NC(=O)N1CCCC1C(=O)NCc1cccs1 (stereo unspecified)	11	-7	9.7%	-1	-3	1%	0.2	-2	-8
COc1ccc(C(=O)NC2CCCc3ccccc32)c(OC)c1OC (stereo unspecified)	9	-6	-3.5%	15	-1	-12%	-1.1	0	-5
CCN(CC)CCCNC(=O)c1cc(-c2ccc(O)cc2)on1	-44*	-5	0.6%	-1	5	-6%	0.2	16	7
CN(Cc1cccc2ncccc12)C(=O)CC1C(=O)NCCN1Cc1ccc(F)cc1 (stereo unspecified)	-2	-1	4.5%	5	1	-14%	0.1	-5	6
CNC(=S)N(C)/N=C1/C(=O)N(Cc2c(Cl)cccc2Cl)c2ccccc21	-34*	-4	0.0%	1	6	.	-1.5	-10	-39
c1ccc(Cn2cc(CSc3ccccc3)nn2)cc1	10	0	0.0%	-3	2	-10%	-1.1	-3	.
O=C(/C=C/c1ccco1)Nc1ccccc1N1CCCCC1	12	1	-1.2%	6	4	-22%	0.0	1	-18
Cc1nn(C)c(C)c1CNC(=O)Nc1ccc(Cl)cc1	-1	-2	-2.8%	21	6	-2%	-2.9	-5	-8
Cc1ccc(-n2ncc(C(=O)N3CCN(Cc4ccccc4)CC3)c2C2CCN(C(=O)OC(C)(C)C)CC2)cc1	-9	-7	0.1%	8	5	?	-1.7	21	-5
COc1ccc(-n2nc(-c3ccc(C)cc3)c3cnc4cc(F)c(F)cc4c32)cc1	3	-3	2.1%	-5	-1	1%	0.4	11	.
COc1ccc(/C=C/C(=O)Nc2ccc(C34CC5CC(CC(O)(C5)C3)C4)cc2)cc1OC	-10	-2	2.1%	4	3	?	0.5	-2	4
CCc1cccc2c(C(=O)CSc3nnc(C4CC4)o3)c[nH]c12	-21	-9	-0.9%	-10	5	.	0.3	-3	5
Cc1ccc(C(C(=O)NC2CCCCC2)N(Cc2ccccc2)C(=O)Cc2c[nH]c3ccccc23)o1 (stereo unspecified)	-82*	-6	4.4%	-15	2	1%	-0.5	-2	5
Cc1cccc2cc(C#N)c(N3CCC(O)CC3)nc12	8	9	6.5%	2	5	57%[activator]	0.5	6	5
COC(=O)c1cc(N2CCN(C)CC2)nc2ccccc12	13	1	4.0%	2	9	264%[activator]	5.4	5	-7

No new results follow: three of the compounds above.
SMILES	D1 antag	D1 PAM	RXFP1 ag	D2 potentiator	D1 agonist	Anesthetic bind	TRHR ag	TRHR enhancer	RXFP1 antag
COc1ccc(/C=C/C(=O)Nc2ccc(C34CC5CC(CC(O)(C5)C3)C4)cc2)cc1OC	-10	-2	2.1%	4	3	?	0.5	-2	4
CCc1cccc2c(C(=O)CSc3nnc(C4CC4)o3)c[nH]c12	-21	-9	-0.9%	-10	5	.	0.3	-3	5
Cc1ccc(C(C(=O)NC2CCCCC2)N(Cc2ccccc2)C(=O)Cc2c[nH]c3ccccc23)o1 (stereo unspecified)	-82*	-6	4.4%	-15	2	1%	-0.5	-2	5

Not all compounds are listed; the hit share may differ from the screen's.
